# Screening results (PubChem)
# MmCpn inh – Inhibitors of TCP-1 ring complex (TRiC) of Methanococcus maripaludis (MmCpn): qHTS; purified Mm-Cpn ATPase, ADP Transcreener TR-FRET; Potency, µM (titrated, usually from 76.9 µM), for the others: at the highest dose activity, negative = inhibition, hits mostly inhibitors; actives 0.031% (n = 330,000); AID 504842, 2011; further: potency means the concentration at half of the fitted maximal effect; on the % scale 0 is the no-effect control and ±100 the full control effect; nearly all actives have a fitted effect of over 80% in size
#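 ATP (10 uM final) was added to archaeal chaperonin (25 nM final) after 10 min exposure to test compound at 37°C; after 30 min further incubation, ADP was detected by competitive TR-FRET.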
# EPAC2 antagonist – qHTS for Antagonist of cAMP-regulated guanine nucleotide exchange factor 2 (EPAC2): primary screen; actives 0.18% (n = 360,000); Potency, µM (top dose mostly 114 µM), for inactives: top-dose activity, negative = inhibition, hits mostly inhibitors; EPAC2 GEF exchange of Rap1B-BODIPY-GDP, fluorescence; further: potency means the concentration at half of the fitted maximal effect; on the % scale 0 is the no-effect control and ±100 the full control effect; nearly all actives have a fitted effect of over 45% in size; many of its hits are not listed in these tables
# CCT chaperon mod – High-Throughput Screening for Modulators of Cytosolic Chaperonin Activity; actives 0.3% (n = 360,000); purified chaperonin ATPase assay, HTRF ADP detection, 30 min; activity change, % (no concentration beside the values), hits read low; in the data active means activity change below about -30%; further: on the % scale 0 is the no-effect control and ±100 the full control effect
#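 Nucleotide hydrolysis assay: TRiC at 20–40 nM final (set by batch activity) with 10 uM ATP, 30 min at 37 °C, in presence of 76 uM compound. Detection by competitive ADP HTRF, 30 min ambient.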
# D3 antag – qHTS of D3 Dopamine Receptor Antagonist: qHTS; AID 652054, 2013; D3R cells, DiscoveRx beta-arrestin luminescence, antagonist mode; stronger effect = lower value; D(3) dopamine receptor (Homo sapiens), P35462; actives 2.5% (n = 360,000); max response, negative = inhibition, %; in the data active means max response below about -50%; inconclusive means no clear call, values can overlap the other calls; further: on the % scale 0 is the no-effect control and ±100 the full control effect; mostly tested at two doses, the higher about 12 µM
# Target sequence (P35462 whole entry, looked up): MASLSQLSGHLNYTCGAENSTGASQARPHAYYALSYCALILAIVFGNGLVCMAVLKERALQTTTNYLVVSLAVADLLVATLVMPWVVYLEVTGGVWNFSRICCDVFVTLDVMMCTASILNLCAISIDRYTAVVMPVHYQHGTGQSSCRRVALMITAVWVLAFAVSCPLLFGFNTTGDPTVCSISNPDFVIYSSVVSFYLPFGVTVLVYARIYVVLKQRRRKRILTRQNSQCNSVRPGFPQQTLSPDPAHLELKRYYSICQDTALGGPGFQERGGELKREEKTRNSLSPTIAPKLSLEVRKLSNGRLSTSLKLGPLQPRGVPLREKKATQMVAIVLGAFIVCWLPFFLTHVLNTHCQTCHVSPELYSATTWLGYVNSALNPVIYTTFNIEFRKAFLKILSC
#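 Cells expressing the human receptor were seeded at 1500 cells/well, incubated overnight at 37 degrees C in 5% CO2, then exposed to library compounds with dopamine controls for 90 minutes at 37 degrees C before luminescent detection.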
# EPAC2 ag – qHTS for Agonist of cAMP-regulated guanine nucleotide exchange factor 4 (EPAC2): primary screen. Rap guanine nucleotide exchange factor 4 (Homo sapiens), Q8WZA2. EPAC2 activation, biochemical qHTS; response scale: 100% = 6.5 mM cAMP response. Potency, µM (highest dose often 154 µM), for the others: top-dose activation, most hits filed as activators. actives 0.079% (n = 360,000); further: potency means the concentration at half of the fitted maximal effect; nearly all actives have a fitted effect of over 50% in size
#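 Compounds were titrated in qHTS against a Rap1B-BODIPY-GDP (250 nM) complex with EPAC2 (100 nM) and GDP (50 uM). BODIPY-GDP release tracked at 480/540 nm over 30 min at room temperature, normalized to 6.5 mM cAMP.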
# Akt phos inh – HTS Assay for Inhibitors of Akt Phophorylation: Primary Screen | actives 0.32% (n = 360,000) | Neuro2A IGF-stimulated pAkt S473 HTRF, 20 min; stronger effect = lower value | activity change, % for hits at 50 µM; in the data active means activity change below about -80%; inconclusive means mostly about -51% to -80%; further: on the % scale 0 is the no-effect control and ±100 the full control effect
#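 Single-point screen (50 µM final compound) in Neuro2A cells stimulated 20 min with 6 nM IGF at 37 deg C. After lysis, Ser473-phosphorylated Akt read by HTRF (ex 330 nm, em 615/665 nm) as the 665/615 ratio.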
# PTHR1 ag – qHTS for PTHR1 Agonists: Primary Screen | AID 743266, 2014 | actives 0.075% (n = 410,000) | Potency, µM (top dose mostly 115 µM), for the others: top-dose activation, most hits filed as activators | HEK293 GP2 PTHR1 cells, GloSensor cAMP luminescence, 1 h | Parathyroid hormone/parathyroid hormone-related peptide receptor (Homo sapiens), Q03431; further: potency means the concentration at half of the fitted maximal effect; nearly all actives have a fitted effect of over 55% in size; some results filed as inactive show a strong effect at the top dose; inactives centre near -15; many of its hits are not listed in these tables
# Target sequence (Q03431 whole entry, looked up): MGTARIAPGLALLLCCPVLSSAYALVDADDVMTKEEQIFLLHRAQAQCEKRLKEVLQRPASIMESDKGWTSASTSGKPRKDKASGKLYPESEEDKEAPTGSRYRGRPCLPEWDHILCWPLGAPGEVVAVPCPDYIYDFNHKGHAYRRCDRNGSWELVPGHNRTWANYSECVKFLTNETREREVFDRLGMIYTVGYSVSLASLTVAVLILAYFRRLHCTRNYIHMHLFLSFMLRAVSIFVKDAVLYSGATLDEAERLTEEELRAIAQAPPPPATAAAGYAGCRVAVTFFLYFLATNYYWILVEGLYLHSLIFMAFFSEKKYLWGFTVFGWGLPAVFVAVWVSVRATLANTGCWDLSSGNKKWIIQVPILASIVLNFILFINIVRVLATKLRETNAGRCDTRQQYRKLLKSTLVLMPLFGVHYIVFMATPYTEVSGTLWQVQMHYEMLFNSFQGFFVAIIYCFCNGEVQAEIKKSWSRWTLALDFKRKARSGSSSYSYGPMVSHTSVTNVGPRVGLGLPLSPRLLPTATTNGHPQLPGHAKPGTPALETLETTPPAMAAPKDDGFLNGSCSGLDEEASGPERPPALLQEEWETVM
#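 HEK-293-derived GP2 cells expressing PTHR1 and a GloSensor cAMP reporter, 3,000/well, plated overnight, given luciferin plus IBMX (each 0.5 mM as added) for 1 h at 37 °C, then compound for 1 h at 37 °C. Luminescence was read after 15 min at room temperature.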
# DRD3 agonist – qHTS of D3 Dopamine Receptor Agonist: qHTS; actives 0.58% (n = 410,000); AID 652048, 2013; max activation, %; D3R DiscoveRx beta-arrestin cells, luminescence, 90 min; in the data active means max activation above about 30%; further: 0% is about no effect; mostly tested at two doses, the higher about 12 µM
#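 Agonist mode: compounds and dopamine controls were applied to plated cells for 90 min at 37 degrees C after an overnight attachment at 1500 cells/well. Luminescent read-out followed 30 - 60 minutes at room temperature with DiscoveRx detection reagent.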
# * hit, by the source's call; i = inactive; ? = inconclusive; nt = not tested or not shown; & = joins results of further samples; [ ] = remark or other dose. Unless noted, the call rests on the fitted dose curve; in most records, active means well fitted curve in the direction sought with a large enough effect; inconclusive means small, poorly fitted or top-dose-only effect, or another doubt; inactive means no such curve, though single readings can be large; an effect the other way counts as inactive or inconclusive. Only part of the results is shown (hit frequency here may not be typical).
SMILES,MmCpn inh,EPAC2 antagonist,CCT chaperon mod,D3 antag,EPAC2 ag,Akt phos inh,PTHR1 ag,DRD3 agonist
Cc1ccc(C)c(OCCCC(=O)N2CCOCC2)c1,2%,-2%,1.2,3,13%,i,-9%,6
CC1(C(=O)NCC(F)(F)F)CCN1C(=O)C1(c2ccccc2)CC1 (centres undefined),nt,14%,0.9,0,7%,i,14%,-11
Cn1cccc1C(=O)C(=O)Nc1ccc(Cl)cc1,-1%,6%,-6.9,1,3%,i,-15%,0
O=C(Cc1csc(-c2ccccc2)n1)NCc1ccc(F)cc1,?,9%,0.4,7,-7%,i,-9%,-1
O=C(Nc1ccc(N2CCOCC2)cc1N1CCOCC1)c1ccc([N+](=O)[O-])cc1,1%,5%,-0.5,7,3%,i,i,2
CC(=O)NC1C(=O)N(CCc2ccccc2)c2ccc(Br)cc21 (centres undefined),0%,9%,0.8,0,7%,i,i,-9
CN1/C(=C\C=C2/SC(=S)N(CC(=O)O)C2=O)C(C)(C)c2ccccc21,-3%,47%[activator],-1.3,-79*,112µM*,i,-21%,-16
CC(C)[C@@H](CO)NC(=O)c1ccc2c3n(nc2c1)-c1ccccc1CO3,-1%,-1%,-1.4,9,6%,i,-36%[inhibitor],2
COCC1CCN(C(=O)c2cc(COc3cncc(Cl)c3)on2)C1 (centres undefined),-1%,3%,2.3,-5,6%,i,i,3
O=C(COC(=O)c1ccc(S(=O)(=O)NCc2ccco2)cc1)Nc1ccccc1,-3%,6%,-4.1,22,1%,i,i,-1
CCc1ccccc1NC(=O)CSc1nnc(-c2cc(C)[nH]n2)n1N,-18%,0%,-3.3,1,6%,i,i,1
Cc1ccc(S(=O)(=O)N2CCOCC2)cc1C(=O)O,-3%,3%,-0.1,37,6%,i,-8%[57.5 µM],-12
CN(C)C(C)(C)/C=C/C(O)(c1ccccc1)c1ccccc1,-2%,6%,2.0,0,3%,i,i,11
CCOc1ccc(Br)cc1S(=O)(=O)N1CCCC1,0%,1%,-2.8,2,4%,i,i,1
Cc1cc(NC(=O)c2sc(Nc3ccc(F)c(Cl)c3)nc2N)no1,2%,-4%,-2.6,-20,2%,i,i,-2
COc1ccc(NC(=O)c2ccc(NC3CC(=O)N(c4ccc(C)cc4C)C3=O)cc2)cc1 (centres undefined),-8%,3%,0.4,-4,-3%,i,-21%,10
Cc1ccc(NCc2ccccc2O)cc1,0%,4%,-1.0,20,3%,i,-21%,12
Cc1cc[n+](C(C)C(=O)c2ccc(-c3ccccc3)cc2)cc1 (centres undefined),2%,0%,-0.9,-22,-2%,i,-12%,-17
Cc1c(OCc2ccccc2)cccc1OCc1ccccc1,0%,-8%,0.2,0,11%,i,-13%,2
CCOc1ccccc1N1CC(C(=O)NNC(=O)c2ccc(F)cc2)CC1=O (centres undefined),0%,-17%,-3.5,3,9%,i,-18%,2
CC1CCN(S(=O)(=O)c2ccccc2[N+](=O)[O-])CC1,1%,-16%,-0.7,41,4%,i,i,4
O=C(COC(=O)C1COc2ccccc2O1)NC1CCS(=O)(=O)C1 (centres undefined),0%,9%,1.2,8,0%,i,-7%[57.5 µM],-2
COC(=O)C1=CN(c2ccc(OC)cc2)C=C(C(=O)OC)C1c1ccc(C)c([N+](=O)[O-])c1,1%,1%,-2.0,-10,4%,i,i,-3
C=CCC1CCCCC12NC(=O)N(c1ccccc1)N2 (centres undefined),-3%,2%,-0.8,-1,-1%,i,-12%,8
COc1ccc(-c2cc3c(nn2)-c2ccccc2C3=O)cc1,3%,6%,-2.0,-9,0%,i,-43%,-11
COc1ccccc1NC(CC(=O)c1ccccc1)C(=O)OCC(=O)c1ccc(F)cc1 (centres undefined),-1%,-1%,-1.6,1,-10%,i,i,-1
O=C(c1ccco1)N1CCN(C(=O)C2CC(c3ccc(Cl)c(Cl)c3)=NO2)CC1 (centres undefined),-1%,-1%,-0.7,-1,-5%,i,-2%,-2
Cc1ccc2nc(SCc3nnc(-c4ccccc4)o3)[nH]c2c1,-7%,-4%,-0.2,9,1%,i,i,-1
COc1ccc(CN2C(=O)CSCC2(C)C(=O)Nc2c(C)cccc2C)cc1OC (centres undefined),nt,13%,nt,8,5%,i,-18%,4
O=C(N/N=C/c1cc2c(cc1Br)OCO2)c1cc2ccccc2o1,1%,0%,-1.2,-107*,6%,i,-6%,-29
Cc1nnc(SCc2cn3ccsc3n2)n(N)c1=O,2%,8%,-2.2,2,0%[15.6 µM],nt,i,1
Cc1ccc(CN2CCCN(Cc3ccc(F)cc3Cl)S2(=O)=O)cc1,2%,2%,-0.3,-7,9%,i,-30%,-2
CCOc1ccc(NC(=S)NC(=O)C2CCCC2)cc1,-6%,-8%,-0.6,1,10%,i,-6%,2
O=C(Nc1cccc(NC(=O)c2ccc(Br)o2)c1)c1ccccc1,0%,-7%,1.7,-1,1%,i,i,7&1
CC1(C(=O)NS(=O)(=O)c2ccc(F)cc2F)CCN1C(=O)C1(c2ccc(Cl)cc2)CCC1 (centres undefined),nt,35µM*,0.2,-11,-1%,i,-21%,-1
O=C(CCC(=O)c1cccs1)Nc1ccc(N2CCCCC2)cc1,0%,2%,-0.1,-9,2%,i,-9%,-3
COc1ccc2c(c1)CO[C@@]21O[C@H](CCO)C[C@H](O)[C@H]1O,nt,2%,0.0,-16,10%,i,16%,-8
COc1ccccc1N(CC(=O)NCc1ccccc1)C(=O)CCC(=O)Nc1nccs1,-1%,0%,1.3,7,5%,i,i,3
O=C(CSc1nc2ccccc2s1)Nc1cc(S(=O)(=O)N2CCOCC2)ccc1O,0%,5%,3.2,3,4%,i,-29%,-2
Cn1cc(CCC(=O)N2CCCC(C(=O)c3ccc(C(C)(C)C)cc3)C2)cn1 (centres undefined),2%,0%,-0.4,0,0%,i,-20%,6
COc1ccc(COc2cc(-c3cccc(OC)c3)nc3ccc(NC(=O)c4ccc(N(C)C)cc4)cc23)cc1,?,5%,-0.8,-22,6%,i,i,-31
O=C(CN1C(=O)CSc2ccc(S(=O)(=O)N3CCOCC3)cc21)NCCCN1CCOCC1,4%,-11%,-3.5,-6,0%,i,-17%,-15
C[n+]1ccccc1COc1ccc(C(C)(C)C)cc1,0%,-1%,-4.3,95,-1%,i,-29%,-9
CC1CC1c1ccc(/C=C(\C#N)C(=O)Nc2ccccc2Cl)o1 (centres undefined),0%,5%,-2.3,14,4%,i,i,1
CC(CCc1ccc(O)cc1)NCCc1ccc(O)c(O)c1 (centres undefined),nt,-8%,1.5,8,0%,i,0%,108*
O=C(Nc1ccccc1)N1CCCN(Cc2c(F)cccc2Cl)CC1,?,-2%,-4.1,7,3%,i,i,-1
Cn1c(N)c(C(=O)COC(=O)c2cc(-c3ccco3)nc3ccccc23)c(=O)n(C)c1=O,-2%,-1%,0.5,-11,9%,i,-2%,6
CC(C)c1cc(C(N)=O)c(NC(=O)C2CCC2)s1,0%,9%,-0.6,-9,8%,i,i,37*
COc1cc(C(=O)N(Cc2cc3ccccc3[nH]c2=O)CC2CCCO2)cc(OC)c1OC (centres undefined),0%,-6%,-1.1,?,9%,i,-25%[57.5 µM],-1
Cc1cn2c(=O)c(C(=O)NCc3ccc4c(c3)OCO4)cnc2s1,-2%,4%,0.2,2,-3%,i,i,15
C/C(=C\C(=S)Nc1ccccc1)Nc1cccc2ccccc12,-5%,13%,0.9,-6,13%,i,i,-3
O=C(N/N=C/c1ccncc1)NC1CCCCC1,-6%,-3%,-3.7,-21,3%,i,-6%,-1
CSc1ccc(CN(C)C(=O)c2cc3ccccc3o2)cc1,1%,-17%,-0.1,-2,22%,i,-29%,2
Cn1cc(/C=C2/SC(=O)N(c3ccccc3)C2=O)c2ccccc21,-9%,-4%,-1.5,-6,-8%,i,-9%,12

# Of the compounds above, these have a Cl atom.
SMILES,MmCpn inh,EPAC2 antagonist,CCT chaperon mod,D3 antag,EPAC2 ag,Akt phos inh,PTHR1 ag,DRD3 agonist
Cn1cccc1C(=O)C(=O)Nc1ccc(Cl)cc1,-1%,6%,-6.9,1,3%,i,-15%,0
COCC1CCN(C(=O)c2cc(COc3cncc(Cl)c3)on2)C1 (centres undefined),-1%,3%,2.3,-5,6%,i,i,3
Cc1cc(NC(=O)c2sc(Nc3ccc(F)c(Cl)c3)nc2N)no1,2%,-4%,-2.6,-20,2%,i,i,-2
O=C(c1ccco1)N1CCN(C(=O)C2CC(c3ccc(Cl)c(Cl)c3)=NO2)CC1 (centres undefined),-1%,-1%,-0.7,-1,-5%,i,-2%,-2
Cc1ccc(CN2CCCN(Cc3ccc(F)cc3Cl)S2(=O)=O)cc1,2%,2%,-0.3,-7,9%,i,-30%,-2
CC1(C(=O)NS(=O)(=O)c2ccc(F)cc2F)CCN1C(=O)C1(c2ccc(Cl)cc2)CCC1 (centres undefined),nt,35µM*,0.2,-11,-1%,i,-21%,-1
CC1CC1c1ccc(/C=C(\C#N)C(=O)Nc2ccccc2Cl)o1 (centres undefined),0%,5%,-2.3,14,4%,i,i,1
O=C(Nc1ccccc1)N1CCCN(Cc2c(F)cccc2Cl)CC1,?,-2%,-4.1,7,3%,i,i,-1

# Full records as entered above. Values in the order: MmCpn inh	EPAC2 antagonist	CCT chaperon mod	D3 antag	EPAC2 ag	Akt phos inh	PTHR1 ag	DRD3 agonist
# `COc1ccc2c(c1)CO[C@@]21O[C@H](CCO)C[C@H](O)[C@H]1O` as listed: nt	2%	0.0	-16	10%	i	16%	-8
# `CC(C)c1cc(C(N)=O)c(NC(=O)C2CCC2)s1` as listed: 0%	9%	-0.6	-9	8%	i	i	37*
